aSyn rescue: inhibitors of alpha-synuclein toxicity in yeast. Yeast expressing alpha-synuclein, growth rescue, BacTiter-Glo, 24 h. Potency, µM (series often up to 46.1 µM), without a hit: at the highest dose growth rescue (activation), actives largely listed as activators. hit rate 0.14% among 370,000; also: % of control where 0% means no effect; nearly all actives have a fitted effect of over 65% in size
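Galactose-induced alpha-syn yeast (OD600=0.02, raffinose-pregrown) + pinned cpd, 24 hr, 30 deg C; growth by BacTiter-Glo luminescence. Growth restoration scores as activation.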
EPAC1 antagonist: EPAC1 (human) antagonism | O95398 | EPAC1 GEF assay, Rap1b-BODIPY-GDP exchange fluorescence | Potency, µM (titrated, usually from 115 µM), without a hit: top-dose activity change, negative = inhibition, most hits filed as inhibitors | hit rate 0.14% among 360,000;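 also: plate controls were vehicle for no effect and positive control for full effect; nearly all actives have a fitted effect of over 50% in size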
Target sequence (O95398 whole entry, looked up): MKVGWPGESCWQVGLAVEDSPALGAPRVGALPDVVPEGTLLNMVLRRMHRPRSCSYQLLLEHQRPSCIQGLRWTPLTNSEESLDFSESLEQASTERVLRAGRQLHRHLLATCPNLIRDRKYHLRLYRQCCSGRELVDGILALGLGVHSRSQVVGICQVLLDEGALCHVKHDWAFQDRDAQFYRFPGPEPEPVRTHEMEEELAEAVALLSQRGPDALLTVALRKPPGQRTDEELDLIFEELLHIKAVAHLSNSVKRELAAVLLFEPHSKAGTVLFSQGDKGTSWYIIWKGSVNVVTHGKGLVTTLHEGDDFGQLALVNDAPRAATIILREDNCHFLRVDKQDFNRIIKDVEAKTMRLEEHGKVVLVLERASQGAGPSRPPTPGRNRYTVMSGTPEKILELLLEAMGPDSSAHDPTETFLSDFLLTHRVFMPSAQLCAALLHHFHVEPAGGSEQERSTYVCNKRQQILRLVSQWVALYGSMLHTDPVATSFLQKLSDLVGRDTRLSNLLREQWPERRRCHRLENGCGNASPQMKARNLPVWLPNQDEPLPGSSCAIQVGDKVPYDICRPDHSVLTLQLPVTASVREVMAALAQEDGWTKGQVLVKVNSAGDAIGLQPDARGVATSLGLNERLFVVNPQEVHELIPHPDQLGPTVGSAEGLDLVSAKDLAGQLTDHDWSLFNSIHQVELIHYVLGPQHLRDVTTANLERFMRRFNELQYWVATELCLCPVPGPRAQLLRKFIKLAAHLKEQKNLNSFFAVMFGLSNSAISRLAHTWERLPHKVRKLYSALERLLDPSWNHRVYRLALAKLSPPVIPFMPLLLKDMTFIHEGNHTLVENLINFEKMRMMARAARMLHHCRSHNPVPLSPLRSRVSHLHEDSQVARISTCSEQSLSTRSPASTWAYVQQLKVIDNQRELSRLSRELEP
EPAC1 ag: EPAC1 (human) agonism | hit rate 0.073% among 360,000 | O95398 | EPAC1 agonist qHTS, biochemical assay; response scale: 100% = response to 6.5 mM cAMP | Potency, µM (top dose mostly 154 µM), inactives show at the highest dose activation, actives largely listed as activators | AID 720707; also: nearly all actives have a fitted effect of over 60% in size
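Read-out is the fluorescence drop as BODIPY-GDP leaves Rap1B (480 nm excitation, 540 nm emission), recorded every 5 minutes over 30 minutes. Reactions held 100 nM EPAC1, 250 nM Rap1B–BODIPY-GDP and 50 uM GDP, with 6.5 mM cAMP setting full activation.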
TDP43 rescue: rescues yeast growth from TDP-43 toxicity; hit rate 1.8% among 410,000; Potency, µM (series often up to 46.1 µM), for the others: at the highest dose growth rescue (activation), most hits filed as activators; AID 652104; TDP-43 expressing yeast growth rescue, BacTiter-Glo, 24 h; also: % of control where 0% means no effect; nearly all actives have a fitted effect of over 50% in size
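Yeast cells expressing TDP-43 under galactose induction are exposed to compounds for 24 hr at 30 deg C. BacTiter-Glo luminescence measures growth, so protective compounds score as activators.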
PTHR1 agonist: PTHR1 (human) receptor agonism | HEK293 GP2 PTHR1 cells, GloSensor cAMP luminescence, 1 h | Potency, µM (highest dose often 115 µM), for the others: at the highest dose activation, actives largely listed as activators | Q03431 | AID 743266 | hit rate 0.075% among 410,000; also: nearly all actives have a fitted effect of over 55% in size; some results filed as inactive show a strong effect at the top dose; inactives centre near -15; many of its hits are not listed in these tables
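HEK-293-derived GP2 cells expressing PTHR1 and a GloSensor cAMP reporter, 3,000/well, plated overnight, given luciferin plus IBMX (each 0.5 mM as added) for 1 h at 37 °C, then compound for 1 h at 37 °C. Luminescence was read after 15 min at room temperature.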
FUS yeast rescue: suppressors of FUS proteinopathy in yeast; hit rate 0.24% among 390,000; AID 1347120; S. cerevisiae FUS-expressing, growth rescue, OD600, 24 h; Potency, µM (series often up to 76.6 µM), without a hit: at the highest dose growth rescue (activation), most hits filed as activators;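 also: plate controls were DMSO vehicle for no effect and reference control for full effect; nearly all actives have a fitted effect of over 55% in size; some results filed as inactive show a strong effect at the top dose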
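Galactose (2%) drives FUS expression in yeast precultured in raffinose; seeding density OD 0.005. Test compounds incubated 24hr at 30C and 99% humidity before absorbance at 600 nm was measured.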
EPAC2 antag: antagonists of human EPAC2; EPAC2 GEF exchange of Rap1B-BODIPY-GDP, fluorescence; hit rate 0.18% among 360,000; Q8WZA2; Potency, µM (doses to about 114 µM), for inactives: top-dose activity, negative = inhibition, most hits filed as inhibitors; also: % is scaled to controls: 0 for no effect and ±100 for the full control effect; nearly all actives have a fitted effect of over 45% in size; many of its hits are not listed in these tables
EPAC2 agonist: EPAC2 (human) agonism | Q8WZA2 | EPAC2 activation, biochemical qHTS; response scale: 100% = 6.5 mM cAMP response | Potency, µM (doses to about 154 µM), for the others: at the top dose activation, hits mostly activators | hit rate 0.079% among 360,000; also: nearly all actives have a fitted effect of over 50% in size
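Nucleotide exchange monitored as fluorescence drop when BODIPY-GDP leaves Rap1B. Reaction: 100 nM EPAC2, 250 nM RAP1B-BODIPY-GDP, 50 uM GDP, room temperature, kinetic read over 30 min. Activity expressed relative to 6.5 mM cAMP.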
* hit, by the source's call; i = inactive; ? = inconclusive; . = not tested or not shown; [ ] = another dose, or the depositor's remark. Calls follow the shape of the dose curve; as a rule, active = well fitted curve in the direction sought with a large enough effect; inconclusive = small, poorly fitted or top-dose-only effect, or another doubt; inactive = no such curve, though single readings can be large; an effect the other way counts as inactive or inconclusive. Potency is read from the fitted curve at half-maximal effect. Some of the compounds tested, so the mix of outcomes need not match the whole.

The first 2 records, ahead of the listing:
canonical_smiles,TDP43 rescue,FUS yeast rescue,EPAC1 antagonist,aSyn rescue,PTHR1 agonist,EPAC2 agonist,EPAC2 antag,EPAC1 ag
CCCCCCN1C[C@@H](n2cc(COC(=O)c3ccccc3)nn2)[C@H](O)C[C@@H]1c1ccccc1,19%,-13%,-17%,25µM*,-22%,-5%,-29%,-20%
CC(C)n1c(Sc2nccn2C)nc2c1c(=O)n(C)c(=O)n2C,-7%,-13%,8%,-8%,i,9%,3%,2%

The whole of this part (from the top)
canonical_smiles,TDP43 rescue,FUS yeast rescue,EPAC1 antagonist,aSyn rescue,PTHR1 agonist,EPAC2 agonist,EPAC2 antag,EPAC1 ag
CCCCCCN1C[C@@H](n2cc(COC(=O)c3ccccc3)nn2)[C@H](O)C[C@@H]1c1ccccc1,19%,-13%,-17%,25µM*,-22%,-5%,-29%,-20%
CC(C)n1c(Sc2nccn2C)nc2c1c(=O)n(C)c(=O)n2C,-7%,-13%,8%,-8%,i,9%,3%,2%
CNC(=S)N(CCc1c(C)[nH]c2ccccc12)Cc1cccnc1,-22%,43%,-20%,-2%,-16%,9%,3%,4%
O=C(Nc1ccc(N2CCN(c3ccc(O)cc3)CC2)cc1)Oc1ccccc1,0%,1%,13%,1%,i,-1%,0%,-2%
CCOc1ccccc1NC1c2ccccc2C(=O)N1Cc1ccco1 (stereo not drawn),3%,27%,3%,3%,-18%,12%,16µM*,4%
O=C(Cc1ccc(Cl)cc1)Nc1nc2ccccc2[nH]1,8%,17%,0%,-3%,-6%[57.5 µM],-1%,-4%,0%
COc1ccccc1CNC(=O)COC(=O)c1ccc2c(=O)n3c(nc2c1)CCCCC3,7%,1%,4%,1%[1.84 µM],?,5%,-6%,0%
COc1ccc(NC(=O)c2sccc2C)cn1,24%,5%,-10%,-3%,i,3%,2%,-8%
CC(=O)c1cccc(OCC(=O)N(Cc2ccco2)c2c(N)n(Cc3ccccc3)c(=O)[nH]c2=O)c1,27%,42%,9%,-1%,-29%,3%,5%,9%
Cc1ccc(COC(=O)c2cc(S(=O)(=O)N3CCCCC3)ccc2N2CCOCC2)cc1,-8%,47%,-10%,2%,-30%[inhibitor],16%,-11%,4%
COC(=O)c1sc(NC(=O)c2csc3c2CCCC3)nc1C,-6%,27%,-3%,-12%,-42%[inhibitor][57.5 µM],7%,-3%,15%
CN1C[C@@H]2[C@@H]3C(=O)N(Cc4ccccc4)C(=O)[C@@H]3[C@](C)(C1=O)N2C(=O)c1ccc(F)cc1,4%,-6%,-4%,-2%,i,6%,-1%,13%
Cn1c(-c2ccco2)nc2cc3ccccc3cc21,?,28%,-9%,-22%,-71%[inhibitor][57.5 µM],1%,-7%,8%
COc1ccc(C(NC(=O)c2cc(OC)ccc2OC)c2ccccc2)cc1 (stereo not drawn),-5%,30%,-24%,5%,-21%,11%,45µM*,12%
CN(C)CCCN=C(NO)c1ccc(Cl)cc1Cl,-7%,3%,0%,-1%,i,0%,7%,2%
CC(=O)Nc1ccc(S(=O)(=O)N2CCC(N(C)CCC(C)C)CC2)cc1,-10%,30%,-11%,0%,3%[57.5 µM],11%,-4%,-5%
N#Cc1cc2c(nc1SCC(O)CS(=O)(=O)Cc1ccccc1)CCCC2 (stereo not drawn),1%,3%,-5%,3%,-3%[57.5 µM],17%,-5%,8%
CCOC(=O)CNC(=O)CNC(=O)Cn1ccc2ccccc2c1=O,9%,5%,-2%,-5%,i,-3%,8%,0%
COc1ccc2c(=O)c(N3C(=O)c4ccccc4C3=O)coc2c1,-14%,14%,-6%,-9%,-24%,6%,12%,-12%
CCOC(=O)c1sc(NC(=O)CSc2nnc(Cc3ccccc3)o2)c(C#N)c1C,-9%,3%,7%,-27%,i,1%,2%,5%

(listing goes on)
canonical_smiles,TDP43 rescue,FUS yeast rescue,EPAC1 antagonist,aSyn rescue,PTHR1 agonist,EPAC2 agonist,EPAC2 antag,EPAC1 ag
C/C(=N\NC(=O)Cc1ccc(Cl)cc1)c1cccnc1,1%,-15%,-14%,-1%,i,15%,1%,16%
O=C(CSc1nnc(CNC(=O)c2ccco2)o1)Nc1ccc(OC(F)(F)F)cc1,-5%,-18%,-9%,-18%,-23%,6%,14%,-15%
O=C(CSc1nnc(-c2cccs2)n1Cc1ccccc1)NCc1ccc2c(c1)OCO2,2%,9%,-8%,6%,i,-84%[inhibitor][15.6 µM],-13%,3%
Cc1ccc(-c2nnc(SCC(=O)O)n2N)cc1,8%,14%,10%,1%,i,0%,12%,2%
S=C(Nc1ccc(Oc2ccccc2)cc1)Nc1cccnc1,1%,-6%,-15%,0%,-23%,13%,2%,19%
COC(=O)NC(NC(=S)Nc1ccccc1OC)C(Cl)(Cl)Cl (stereo not drawn),-27%,.,-9%,3%,i,5%,14%,-13%
COc1ccccc1CCNC(=O)C(=O)NCC1OCCN1S(=O)(=O)c1ccccc1 (stereo not drawn),17%,11%,-2%,0%,i,5%,3%,-2%
COc1ccc(CCCNC(=O)C2CCC(=O)N(Cc3ccc(Cl)cc3)C2)cc1 (stereo not drawn),-3%,.,-12%,1%,i,6%,-13%,-5%
O=c1[nH]c2c(c(=O)[nH]1)OCN(Cc1ccccc1)C2,28%,.,6%,4%,-24%,6%,-3%,4%
CCc1ccc(S(=O)(=O)NCc2cn3c(C)csc3n2)s1,-10%,11%,4%,-6%,-23%,5%,6%,-22%
Cc1ccsc1/C=N/NC(=O)C1CC(=O)N(c2ccc(F)cc2)C1 (stereo not drawn),11%,-15%,-22%,8%,i,1%,-2%,15%
O=C(CNC(=O)C1COc2ccccc2O1)N/N=C\c1cccc(O)c1 (stereo not drawn),-9%,.,-14%,-5%,i,-2%,2%,-8%
Fc1cccc(C2CC(c3cccc(Br)c3)Nc3nnnn32)c1 (stereo not drawn),-6%,-3%,0%,8%,29%[57.5 µM],6%,-5%,7%
CCOc1ccc(OCC)c(NC(=O)CSCC(=O)O)c1,9%,2%,-16%,3%,-45%[inhibitor],2%,3%,0%
Cc1cccc(C(=O)c2c[nH]cc2-c2ccccc2)c1,7%,-13%,11%,-10%,i,-6%,9%,-9%
CN(C)CCNC(=O)C(=O)NCC1OCCN1S(=O)(=O)c1ccc([N+](=O)[O-])cc1 (stereo not drawn),3%,17%,2%,0%,i,8%,-1%,2%
C[C@H]1CN[C@@H](CCO)/C1=C\c1ccccc1,-6%,-13%,16%,-1%,i,4%,0%,-9%
O=C(Nc1ccc(NC(=O)c2ccccn2)cc1)C(=O)Nc1ccc2c(c1)OCCO2,-5%,-1%,-6%,3%,-11%,-2%,8%,-2%
COc1ccc(OCC(=O)N2CCc3ccccc3C2)cc1,16%,-14%,-11%,10%,i,5%,3%,-4%
Cc1ccc(CNC(=O)C2CCCN2S(=O)(=O)c2ccc(Cl)cc2)cc1 (stereo not drawn),7%,3%,-17%,4%,i,5%,-14%,2%

New compounds follow:
canonical_smiles,TDP43 rescue,FUS yeast rescue,EPAC1 antagonist,aSyn rescue,PTHR1 agonist,EPAC2 agonist,EPAC2 antag,EPAC1 ag
Clc1ccc(NC2=NCCC2)cc1Cl,3%,-2%,1%,1%,i,3%,1%,0%
C[C@H]1CN([C@@H](C)CO)C(=O)c2cc(Br)cnc2O[C@@H]1CN(C)S(=O)(=O)c1ccccc1,10%,-5%,-6%,6%,i,9%,-3%,-3%
CC1(C)CNC(=O)c2sc(NC(=O)CN3CCOCC3)nc2C1,10%,0%,5%,-5%,i,5%,-3%,-5%
CCCS(=O)(=O)NC(=O)C1(C)CCN(C(=O)c2cncc(Br)c2)C1 (stereo not drawn),10%,-22%,15%,1%,i,2%,24%,4%
CN(Cc1ccccc1)S(=O)(=O)c1ccc2c(c1)NC(=O)CC(=O)N2,13%,.,-2%,-2%,i,1%,4%,-16%
Cc1cc(C(=O)NNc2ccc(C(C)C)cc2)n(C(C)(C)C)n1,18%,-12%,-25%,-3%,-10%,3%,-25%,0%
CCOC(=O)C1CCCN(Cc2cccs2)C1 (stereo not drawn),0%,0%,8%,-5%,i,12%,-5%,15%
COc1ccccc1C(=O)NNC(=S)Nc1ccccc1,-34%[1.82 µM],22%,3%,-25%,-21%,2%,5%,-6%
Cc1cccc(S(=O)(=O)N(C)C[C@@H]2OCc3cnnn3CCCC(=O)N([C@H](C)CO)C[C@H]2C)c1,7%,0%,7%,2%,-15%,16%,3%,-1%
CC[C@@]1(C(=O)OC)N[C@H](CN(C)C(=O)Nc2ccc(OC)cc2)[C@@H]2C(=O)N(C)C(=O)[C@@H]21,13%,-3%,1%,-6%,i,-2%,-2%,15%
Cc1cc2c(cc1C)-n1nnnc1C(N(Cc1ccccc1)Cc1ccccc1)C(=O)N2 (stereo not drawn),15%,1%,2%,-8%,-20%,1%,15%,0%
O=C(COC(=O)c1cccc(O)c1)NCc1ccc2c(c1)OCO2,-3%,9%,5%,-2%,-6%,1%,6%,1%
O=S(=O)(CCc1nc2ccccc2o1)c1ccc2ccccc2c1,10%,4%,11%,2%,-16%[57.5 µM],-4%,2%,-7%
CCOP(=O)(CN(CC)C(=O)c1ccccc1Br)OCC,6%,8%,-21%,1%,i,0%,8%,-11%
COC(=O)c1ccc(CSc2nnc3c(n2)[nH]c2ccccc23)cc1,-25%,2%,6%,1%,i,-4%,5%,4%
CC(=O)Nc1ccc(CN(C)c2c(C)nc3ccc(C(=O)Nc4ccc(Cl)c(Cl)c4)cn23)cc1,15%,24%,-30%,-3%,-20%,4%,9%,-7%
O=C(NCCN1CCOCC1)C1CC(=O)N(c2ccc(F)c(Cl)c2)C1 (stereo not drawn),-7%,22%,-6%,-1%,22%[57.5 µM],-7%,2%,-1%
Cc1ccc(Nc2ncccc2C(=O)NCc2cccs2)c(C)c1,11µM*,7%,-7%,.,-20%,16%,-6%,23%
CC(=O)c1c(C)[nH]c(C(=O)OCC(=O)Nc2cccnc2Cl)c1C,-16%,1%,2%,-10%,-23%,7%,-8%,0%
Cc1ccnc(SCC(=O)c2ccc(Br)s2)n1,?,7%,-1%,13%,-3%,2%,-18%,2%
CCOC(=O)c1c(C)[nH]c(C)c1C(=O)COC(=O)COc1ccc(Cl)c(C)c1,-1%,24%,-16%,4%,-23%,-2%,-8%,4%

From PubChem BioAssay
